Assay outcomes from PubChem BioAssay.
HTT aggregate – qHTS Multiplex Assay to Identify Dual Action Probes in a Cell Model of Huntington: Aggregate Formation (GFP); Potency, µM (titrated, usually from 46.1 µM), for the others: top-dose activity change, negative = inhibition, actives largely listed as inhibitors; actives 1.1% (n = 220,000); PC12 HttQ103-GFP aggregates, Acumen cytometry, 40 h; AID 1688, 2009; also: potency is read from the fitted curve at half-maximal effect; % is scaled to controls: 0 for no effect and ±100 for the full control effect; nearly all actives have a fitted effect of over 60% in size
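Quantitative HTS on tebufenozide-induced (100 nM) PC12 cells stably expressing polyQ103 Huntingtin exon 1–GFP. Reduction of bright GFP aggregates, detected by laser scanning cytometry after lysis, identified actives across the titration.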
IMPase Li cell – qHTS Assay for Identifying the Cell-Membrane Permeable IMPase Inhibitors: Potentiation with Lithium. CHO-M1 cells, IP1 TR-FRET (IP-One), carbachol + lithium. Potency, µM (highest dose often 59.4 µM), inactives show at the highest dose activity, negative = IMPase inhibition, usual class: inhibitors. actives 0.35% (n = 210,000);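 also: IP1 builds up when IMPase is blocked and the TR-FRET signal falls; potency is read from the fitted curve at half-maximal effect; plate controls were basal vehicle for no effect and high inhibitor control for full effect; nearly all actives have a fitted effect of over 50% in size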
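CHO cells stably expressing M1 receptor (2000/well, cultured 16–30 h) treated 30 min at 37C with compound plus low lithium. Cytosolic IP1 by TR-FRET (665/620 ratio and 620 channel) after 10 min lysis; AC50 by Hill fit.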
SMN2 splice enh – qHTS Assay for Enhancers of SMN2 Splice Variant Expression. HEK293 SMN2-luciferase splicing reporter, luminescence, 30-36 h. Potency, µM (top dose mostly 46.1 µM), for inactives: top-dose activity change, positive = activation, most hits filed as activators. actives 2.8% (n = 210,000). AID 1458, 2008; also: potency is read from the fitted curve at half-maximal effect; % of control where 0% means no effect; nearly all actives have a fitted effect of over 55% in size
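HEK293 cells carry an SMN2 minigene-luciferase reporter in which exon 7 inclusion puts luciferase in frame. Cells were seeded at 2000 cells/well, attached for 10-12 hours, then exposed to compounds for 30-36 hours at 37C before ONE-Glo luminescence.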
LMNA splice mod – qHTS Assay for Modulators of Lamin A Splicing. HeLa LMNA splicing GFP/RFP minigene ratio, 48 h. Potency, µM (highest dose often 46.1 µM), for inactives: at the highest dose ratio change, negative = inhibition, most hits filed as inhibitors. actives 0.01% (n = 200,000); active = well fitted inhibition curve with a large enough effect in the signal ratio, with a control signal flat, not every such curve was filed as active; inconclusive = small, poorly fitted or top-dose-only effect, or effect the other way, or a change in a side signal; the % refers to the signal ratio; also: potency is read from the fitted curve at half-maximal effect; % is scaled to controls: 0 for no effect and ±100 for the full control effect
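S3 HeLa cells stably expressing lamin A-EGFP splicing minigene plus DsRed2, 600 cells/well, 48 h compound exposure at 37C. Laser-scanning cytometry; analysed as GFP (500-530 nm)/RFP (575-640 nm) total intensity ratio; 0.5% DMSO vehicle.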
HTT ATP protect – qHTS Multiplex Assay to Identify Dual Action Probes in a Cell Model of Huntington: Cytoprotection (ATP); PC12 HTT-Q103 induced, cytoprotection, ATP luminescence, 40 h; Potency, µM (doses to about 56.4 µM), for inactives: cytoprotection (ATP increase), usual class: activators; actives 0.14% (n = 230,000);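 also: potency is read from the fitted curve at half-maximal effect; % of control where 0% means no effect; nearly all actives have a fitted effect of over 45% in size; toxic huntingtin expression switched on by the ecdysone agonist tebufenozide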
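Compounds added alongside 100 nM tebufenozide, which induces toxic Q103 huntingtin exon 1-GFP in stable PC12 cells; surviving cells quantified by luminescent ATP measurement. Medium: phenol red-free DMEM, 5% equine and 5% calf serum.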
Luc counter – Counterscreen for Luciferase (Kinase-Glo TM) Inhibition; Luciferin 4-monooxygenase (Photuris pensylvanica), Q27757; actives 0.28% (n = 200,000); Kinase-Glo luciferase, ATP luminescence, 8 min; Potency, µM (series often up to 38.3 µM), inactives show at the top dose activity change, negative = inhibition, usual class: inhibitors; also: potency is read from the fitted curve at half-maximal effect; % is scaled to controls: 0 for no effect and ±100 for the full control effect; nearly all actives have a fitted effect of over 60% in size
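Substrate mix (final 50 mM imidazole pH 7.2, 50 mM KCl, 7 mM MgCl2, 10 uM ATP, 0.01% Tween 20, 0.05% BSA) plus pin-tool compound, then Kinase-Glo detection mix; 8 min ambient, luminescence read.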
CBFb-RUNX1 inh – qHTS Assay for Compounds Blocking the Interaction Between CBF-beta and RUNX1 for the Treatment of Acute Myeloid Leukemia. 230,000 tested, under 10 active. AlphaScreen CBFb-His/RUNX1-biotin binding, biochemical. Potency, µM (titrated, usually from 59.8 µM), for the others: at the highest dose activity, negative = inhibition, hits mostly inhibitors. Runt-related transcription factor 1 (Homo sapiens) + Core-binding factor subunit beta …; also: % of control where 0% means no effect
Target sequence (Q01196 whole entry, looked up): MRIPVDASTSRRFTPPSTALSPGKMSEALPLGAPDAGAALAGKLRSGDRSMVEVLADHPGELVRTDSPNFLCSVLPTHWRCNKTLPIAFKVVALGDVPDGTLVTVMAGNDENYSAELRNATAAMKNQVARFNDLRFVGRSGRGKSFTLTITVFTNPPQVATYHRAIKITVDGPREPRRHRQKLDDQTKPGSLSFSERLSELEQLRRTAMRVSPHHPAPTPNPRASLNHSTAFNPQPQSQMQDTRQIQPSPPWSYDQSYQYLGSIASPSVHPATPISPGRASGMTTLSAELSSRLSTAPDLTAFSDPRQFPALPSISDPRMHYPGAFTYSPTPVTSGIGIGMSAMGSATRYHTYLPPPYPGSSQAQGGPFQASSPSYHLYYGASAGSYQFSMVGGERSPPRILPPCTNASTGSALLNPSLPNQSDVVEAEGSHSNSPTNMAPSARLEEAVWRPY
Target sequence (Q13951 whole entry, looked up): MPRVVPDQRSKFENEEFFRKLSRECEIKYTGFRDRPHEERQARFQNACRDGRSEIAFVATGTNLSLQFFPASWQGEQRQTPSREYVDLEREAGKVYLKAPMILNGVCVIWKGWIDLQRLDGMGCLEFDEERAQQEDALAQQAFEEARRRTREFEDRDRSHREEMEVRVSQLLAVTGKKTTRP
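Room-temperature protein-protein interaction test with 30 nM each of His-tagged CBF-beta and biotinylated RUNX1, 15 min with compound, then 90 min with nickel plus streptavidin beads. Signal read in AlphaScreen mode.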
Active calls of the source: *; ? = inconclusive; . = not tested or not shown; & = joins results of further samples; [ ] = another dose, or the depositor's remark. Unless noted, calls follow the shape of the dose curve; as a rule, active = well fitted curve in the direction sought with a large enough effect; inconclusive = small, poorly fitted or top-dose-only effect, or another doubt; inactive = no such curve, though single readings can be large; an effect the other way counts as inactive or inconclusive. Hits appear at their usual frequency; any-hit rate near 4%.

Order of results – HTT aggregate, IMPase Li cell, SMN2 splice enh, LMNA splice mod, HTT ATP protect, Luc counter, CBFb-RUNX1 inh
1) O=C(Nc1cccc(C(=O)O)c1)/C(=C\c1ccccc1)NC(=O)c1ccccc1
→ -7%, -2%, -2%, 7%[46 µM], -10%, -2%, 10%
2) Cc1csc(NC(=O)C2CCCO2)n1 (centres undefined)
→ -18%, 17%[38.3 µM], ?, 10%, 21%[10 µM], -2%, 9%
3) O=C(O)c1cc(S(=O)(=O)N2CCOCC2)ccc1N1CCCCC1
→ 10%, -3%, -5%, -20%[46 µM], 18%, -1%, -3%
4) COc1ccc2nc(/C=N/NC(=O)[C@H](CCSC)NC(=O)OC(C)(C)C)ccc2c1
→ -3%, 8%, 3%, ?, 27%[1.9 µM], -3%, -9%
5) COc1cccc(C(=O)CSc2nnc(-c3ccco3)n2CC2CCCO2)c1 (centres undefined)
→ -1%, 9%[38.3 µM], 13%, 5%, 17%, 2%, 2%
6) N#Cc1c(NC(=O)COC(=O)C2CC3C=CC2C3)oc(-c2ccccc2)c1-c1ccccc1 (centres undefined)
→ ?, 19%[38.3 µM], -14%, ?, -6%[1.9 µM], -4%, -12%
7) O=C(Nc1cc(=O)[nH]c2ncnn12)c1ccccc1Cl
→ -7%, -2%[38.3 µM], -1%, ?, 3%, -2%, 1%
8) Cn1c(Cn2c(=O)sc3ccccc32)nnc1SCC(=O)Nc1ccc(Cl)cc1
→ 8%, 15%, 11%, 4%, 4%[10 µM], 1%, 5%
9) CCOC(=O)CN(Cc1sccc1C)C(=O)Nc1ccc(OC)cc1OC
→ 11%, -1%, -14%, ?, 21%[10 µM], -1%, 18%
10) CC(=O)N1CCC2(CCCN(C(c3ccccc3)c3ccccc3)C2)CC1
→ ., 6%, -26%, ., -10%, -2%, .
11) CC(=O)Nc1ccc(OC(=O)CC2SC(=O)NC2=O)cc1 (centres undefined)
→ 10%, 10%[38.3 µM], 4%, -2%, 4%, 1%, -1%
12) CCOC(=O)C1CCN(C(=O)Cn2cc(C(=O)c3ccco3)c3ccccc32)CC1
→ 1%, -11%[38.3 µM], -14%, -3%, -19%[0.074 µM], 2%, 3%
13) O=C(O)c1cc(S(=O)(=O)Nc2ccc3oc(=O)sc3c2)ccc1O
→ 10%, 5%[38.3 µM], -16%, 0%, 11%, 3%, -15%
14) COC(=O)n1c(SC)nc2ccccc21
→ 2%, -10%[38.3 µM], 17%, -6%, 26%, -1%, 0%
15) COc1ccc(OC)c(CN2CCN(Cc3cccc4ccccc34)CC2)c1
→ 19%, 2%, -14%, ., ., -1%, -16%
16) CCOC(=O)c1sc(NC(=O)c2cncc(Br)c2)nc1C
→ -1%, 6%, 4.5µM*, -10%, -18%[10 µM], -3%, 5%
17) CCOc1ccc(C(=O)NC2=NCCS2)cc1
→ -2%, 5%, 14µM*, ?, -117%[inhibitor], -3%, 8%
18) O=C(c1cnccn1)N1CCC[C@@]2(CCN(C(c3ccccc3)c3ccccc3)C2)C1
→ ., 19%, -13%, ., 14%, 1%, .
19) Cc1nc(Nc2ccc3c(c2)OCCO3)c2c(C)c(C)sc2n1
→ -18%, 24%, -27%, ., -49%[inhibitor], 3%, -11%
20) Cc1ccccc1-n1c(Cn2c(=O)sc3ccccc32)nnc1SCC(=O)N1CCCC1
→ -11%, 35%[38.3 µM], 5%, -12%, -19%[10 µM], 0%, 5%

An excerpt of these results, bar-delimited.
entry | smiles | HTT aggregate | IMPase Li cell | SMN2 splice enh | LMNA splice mod | HTT ATP protect | Luc counter | CBFb-RUNX1 inh
4 | COc1ccc2nc(/C=N/NC(=O)[C@H](CCSC)NC(=O)OC(C)(C)C)ccc2c1 | -3% | 8% | 3% | ? | 27%[1.9 µM] | -3% | -9%
5 | COc1cccc(C(=O)CSc2nnc(-c3ccco3)n2CC2CCCO2)c1 (centres undefined) | -1% | 9%[38.3 µM] | 13% | 5% | 17% | 2% | 2%
6 | N#Cc1c(NC(=O)COC(=O)C2CC3C=CC2C3)oc(-c2ccccc2)c1-c1ccccc1 (centres undefined) | ? | 19%[38.3 µM] | -14% | ? | -6%[1.9 µM] | -4% | -12%
7 | O=C(Nc1cc(=O)[nH]c2ncnn12)c1ccccc1Cl | -7% | -2%[38.3 µM] | -1% | ? | 3% | -2% | 1%

Later entries
Order of results – HTT aggregate, IMPase Li cell, SMN2 splice enh, LMNA splice mod, HTT ATP protect, Luc counter, CBFb-RUNX1 inh
21) Cc1ccc(-c2cc(C(F)F)nc(NCc3cccnc3)n2)cc1
→ -30%, 16%, -58%[inhibitor], ?, -14%[10 µM], 0%, -4%
22) COc1ccc(CN2C(=O)c3ccccc3C2C(=O)NCCc2ccccc2)c(OC)c1 (centres undefined)
→ -23%, 0%, -43%&3%[inhibitor], ?, 2%, -2%, 9%
23) N=C1/C(=C\c2coc3ccccc3c2=O)C(=O)N=C2SC(c3ccncc3)=NN12
→ -5%[9.22 µM], ., ., ., 20%[10 µM], ., -21%
24) O=C(CSc1ccc(F)cc1)Nc1ccccc1Br
→ -4%, 25%, -20%, ., 17%, 5%, -9%
25) O=C(c1cccs1)N1CCC(c2nc(-c3ccc(S(=O)(=O)N4CCOCC4)cc3)no2)CC1
→ ?, 1%[38.3 µM], -33%[inhibitor], ?, -19%, 12%, 18%
26) Cc1ccc(NC(=O)N2CCN(c3ncccc3C(F)(F)F)CC2)cc1
→ -11%[9.22 µM], ., ., ., -13%[10 µM], ., 8%
27) COc1ccc(CNC(=O)CN(CC2CCCO2)C(=O)CNS(=O)(=O)c2ccc(F)cc2)cc1 (centres undefined)
→ -4%, -1%[38.3 µM], -6%, 0%, -6%, -1%, -1%
28) CC(C)c1onc(C(=O)N2CCN(Cc3ccccc3)CC2)c1[N+](=O)[O-]
→ -1%, -2%, -21%, ?, ., -3%, -1%[2.36 µM]
29) COc1cc2c(c(OC)c1OC)CCc1cnoc1-2
→ 2%[9.22 µM], ., ., ., -2%[10 µM], ., 8%
30) Cc1ccc(-c2csc(NC(=O)CSc3nc4ccccc4[nH]3)n2)cc1
→ -15%, 4%, -51%[inhibitor], ?, 22%[10 µM], 1%, -3%
31) CCOCCCNC(=O)C(NC(=O)Cc1cccs1)c1ccc(OC)cc1 (centres undefined)
→ 6%, -1%, 10%, ., -2%, -1%, 8%
32) CN(C)S(=O)(=O)c1cccc(C(=O)c2nccn2C)c1
→ -13%, -7%, ?, ., 24%, 2%, 4%
33) CCC(CC)NC(=O)Nc1ccc(F)cc1F
→ -1%[9.22 µM], 0%, ., ?, -9%[10 µM], -2%, 8%
34) CCOc1ccc(S(=O)(=O)n2cc(-c3ccc(F)cc3)c(N)n2)cc1
→ ?, 38%[activator][38.3 µM], -6%, ?, 19%, 1%, -1%
35) O=C(c1ccc(Cl)cc1)c1cnc2ccccn12
→ -10%, 2%[38.3 µM], 9%, 8%, -7%, -6%, 2%
36) COc1ccc(NS(=O)(=O)c2ccc3c(c2)oc(=O)n3C)c(OC)c1
→ -27%, 1%[38.3 µM], -15%, -7%, 4%, 1%, 0%
37) O=C(CNC(=O)c1ccc(Br)cc1)OCc1cc([N+](=O)[O-])cc2c1OCOC2
→ 4%, 22%, 7%, 2%[46 µM], 8%[10 µM], -1%, 5%
38) Cc1sc(NC(=O)CSc2nnnn2C(C)C)c(C#N)c1C
→ 20%[9.22 µM], ., ., ., 6%[10 µM], ., 3%
39) O=C(NCCC1=CCCCC1)C1CCN(S(=O)(=O)c2cccc3nonc23)CC1
→ 7%[9.22 µM], -18%[38.3 µM], -5%, 6%, -8%, 3%, 1%
40) CCCn1c(SCc2nc3ccccc3s2)n[nH]c1=O
→ 1%, -3%, ?, ., ., -13%, -6%

Full records as entered above. Order of values: HTT aggregate | IMPase Li cell | SMN2 splice enh | LMNA splice mod | HTT ATP protect | Luc counter | CBFb-RUNX1 inh
Listed for `CCC(CC)NC(=O)Nc1ccc(F)cc1F` : -1%[9.22 µM] | 0% | . | ? | -9%[10 µM] | -2% | 8%
Listed for `O=C(CSc1ccc(F)cc1)Nc1ccccc1Br` : -4% | 25% | -20% | . | 17% | 5% | -9%

Next section.
Order of results – HTT aggregate, IMPase Li cell, SMN2 splice enh, LMNA splice mod, HTT ATP protect, Luc counter, CBFb-RUNX1 inh
41) Cc1nc2ccccc2c(=O)n1CCCN1CCOCC1
→ -7%[9.22 µM], ., ., ., -6%[10 µM], ., 5%
42) CCCCCCNC1=NCCS1
→ 3%, 3%, -6%, 7%[46 µM], -24%, -1%, 3%
43) O=C(Nc1cccc(-c2cn3c(n2)SCC3)c1)c1ccc2ccccc2n1
→ -2%, 6%, 13µM*, ?, -120%[inhibitor], 0%, -14%
44) CSc1ccc(/C=N/Nc2nc(C)cc(C)n2)cc1
→ -14%, 2%, 0%, -8%[46 µM], -32%[inhibitor], 0%, -5%
45) C[C@H](NC(=O)Nc1ccc2c(c1)OCCO2)C(=O)O
→ 7%, -1%[38.3 µM], 0%, -4%, 5%, -8%, 3%
46) COc1ccc(C(=O)OCC(=O)Nc2ccc(Cl)c(C(F)(F)F)c2)c(OC)c1OC
→ 0%, 10%, -15%, ?, 9%[10 µM], 1%, 2%
47) CC(=O)Nc1nc(COc2ccccc2)cs1
→ 12%, -15%[38.3 µM], 18µM*, 5%, -14%, -7%, 4%
